CYP2C9 act = human CYP2C9 activators, primary screen, biochemical, luminescence. Cytochrome P450 2C9 (Homo sapiens), P11712. recombinant CYP2C9, luciferin-H conversion; hits give high values; factor 1 = untreated enzyme, 0 = blocked. activation factor at 5 µM. actives 1.4% (n = 96,000);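 active means activation factor of 2 or more for CYP2C9 at a 5 µM dose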;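 further: 0 = sulfaphenazole-blocked wells and 1 = vehicle-only wells; values of inactives mirror those of a sister screen read the other way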
CYP2C9 inhib = blockers of cytochrome P450 2C9 activity – biochemical, luminescence, ADME assay, primary screen | CYP2C9 Supersomes, luciferin-H conversion | P11712 | inhibition, % at 5 µM | actives 20% (n = 96,000);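 active means blocking of liver enzyme CYP2C9 beyond about 50% at 5 µM, limit read from the data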; further: values of inactives mirror those of a sister screen read the other way
PTPN22 act = LYP phosphatase activators, primary screen, biochemical, DiFMUP fluorescence, 2 µM; Tyrosine-protein phosphatase non-receptor type 22 (Homo sapiens), Q9Y2R2; actives 0.11% (n = 96,000); activation, % at 2 µM; recombinant LYP; 0 = plate median, 100 = signal doubled;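 active means activation at 2 µM above a set limit, the mean plus 5 SD, cut at about 37% in these data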
PostGolgi yeast = phenotypic screen on post-Golgi transport, primary screen | post-Golgi transport phenotypic cell assay | inhibition, % at 10 µM | actives 0.9% (n = 98,000);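 further: yeast cells grown in 1536-well plates; yeast grown about 18 h at 30C before absorbance read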
LYP inh 2 = PTPN22 phosphatase inhibitors, primary screen, biochemical, DiFMUP fluorescence, 2 µM; Tyrosine-protein phosphatase non-receptor type 22 (Homo sapiens), Q9Y2R2; AID 640, 2007; actives 0.21% (n = 96,000); inhibition, % at 2 µM; recombinant LYP catalytic domain;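 active means inhibition at 2 µM at or above a set limit, the screen mean plus 3 SD, cut at about 24% in these data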;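 further: 0% = DMSO with enzyme and 100% = enzyme fully blocked by orthovanadate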
hDAT+cocaine = changed hDAT dopamine uptake under cocaine IC80, either direction, primary screen, cocaine antagonist project, cell-based, LLC-PK1 hDAT, [14C]-dopamine uptake, MLSMR. LLC-PK1 hDAT cells, [14C]-dopamine uptake with cocaine IC80; actives deviate in either direction. B-score at 10 µM. AID 449768, 2010. Sodium-dependent dopamine transporter (Homo sapiens), Q01959. actives 1.3% (n = 110,000);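 active means Z score or B-score, a plate-position-corrected score, falls beyond the plate's 99.7% confidence bounds, in either direction; inactive means both scores lie inside the 99.7% bounds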;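 further: scored against the spread of the other compound wells on the same plate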
Target sequence (Q01959 whole entry, looked up): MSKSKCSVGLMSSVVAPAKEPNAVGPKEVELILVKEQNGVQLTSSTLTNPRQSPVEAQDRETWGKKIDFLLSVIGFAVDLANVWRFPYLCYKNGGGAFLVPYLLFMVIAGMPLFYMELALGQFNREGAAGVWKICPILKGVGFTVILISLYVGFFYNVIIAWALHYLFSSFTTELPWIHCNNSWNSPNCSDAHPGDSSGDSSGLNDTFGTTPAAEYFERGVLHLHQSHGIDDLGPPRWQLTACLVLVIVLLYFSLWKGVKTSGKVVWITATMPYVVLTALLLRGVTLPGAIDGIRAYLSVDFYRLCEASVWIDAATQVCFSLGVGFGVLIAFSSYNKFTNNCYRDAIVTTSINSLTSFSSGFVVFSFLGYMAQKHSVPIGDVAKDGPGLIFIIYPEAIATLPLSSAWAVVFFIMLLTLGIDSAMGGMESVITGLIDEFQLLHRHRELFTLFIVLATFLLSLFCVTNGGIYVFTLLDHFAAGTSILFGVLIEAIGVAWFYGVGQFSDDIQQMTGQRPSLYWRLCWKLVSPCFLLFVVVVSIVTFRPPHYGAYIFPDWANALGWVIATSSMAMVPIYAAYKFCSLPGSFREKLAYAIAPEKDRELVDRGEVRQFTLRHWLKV
PTK2B oligo ant = antagonists of Pyk2 self-association, primary screen, Q293 cells, FERM NanoBiT luminescence, HTS. hits give low values. z-score (the deposit names both 25 µM and 10 µM). actives 0.83% (n = 99,000). AID 1347419, 2020;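 active means Z-score of -3 or lower, scaled per plate to the spread of control and sample wells; inactive means z-score above -3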;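 further: negative z-score means lost luminescence so less FERM oligomerization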
PostGolgi ctrl = growth inhibition of yeast control strain, primary screen, counter-screen for post-Golgi transport modulator project. inhibition, % at 10 µM. efflux-deficient yeast background strain, growth absorbance A615, 16 h. actives 5% (n = 98,000)
E coli WT exp = growth inhibitors of wild-type E. coli, primary screen, strain BW25113, expanded library, OD600 | OD600 absorbance | growth inhibition, % at 100 µM | actives 0.15% (n = 98,000) | AID 710, 2007;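 active means growth inhibition above about 50% at one test dose, limit read from the data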;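 further: growth measured after 20 h incubation at 37 °C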
Starred values were filed as active, the others as inactive; . = not tested or not shown. Unless noted, no stated cut-off is given here; in the data, active means inhibition above about 30%; inactive means the rest.

SMILES	CYP2C9 act	CYP2C9 inhib	PTPN22 act	PostGolgi yeast	LYP inh 2	hDAT+cocaine	PTK2B oligo ant	PostGolgi ctrl	E coli WT exp
CCOc1ccccc1OCCOCCN1CC(C)OC(C)C1 (centres undefined)	1.1	-13	2	-1	-7	-0.78	0.62	2	2
COc1ccc(-c2nnc3ccc(SCC(=O)NCC4CCCO4)nn23)cc1 (centres undefined)	0.9	8	0	1	1	-0.14	1.2	10	0
c1ccc(-c2cc(-c3nnc4n3N=C(c3ccc5ccccc5c3)CS4)[nH]n2)cc1	0.5	49	-26	5	30*	-1.1	-2.7	24	-9
O=C(O)c1c[nH]c2ccc(S(=O)(=O)N3CCOCC3)cc12	1.1	-11	2	-4	-5	-0.4	0.34	-4	2
COC(=O)c1cc(S(=O)(=O)N2CCC(C)CC2)ccc1F	0.7	33	8	5	-8	0.37	-0.35	3	7
CC1(C)CC(=O)C=C(NCC2CCCO2)C1 (centres undefined)	1.1	-10	3	0	-4	-0.47	0.48	-5	-5
COc1ccc(-c2noc(CSc3nnc(Cc4ccccc4)n3-c3cccc(C)c3)n2)cc1OC	0.5	55*	1	-6	2	1.6	-2	10	-22
Oc1ccc(Nc2nc(NCC3CCCO3)c3ccccc3n2)cc1 (centres undefined)	0.9	12	-7	4	5	0.99	-0.79	7	17
CC1(C)N=C(SCC(=O)Nc2ccc(Cl)cc2Cl)C(c2ccccc2)=N1	0.4	62*	-5	-11	6	2.3	0.43	11	-14
Nc1nnc(SCc2cc3c(cc2Cl)OCO3)s1	0.5	49	-12	1	12	-0.43	-0.75	7	11
COc1ccccc1N(C)S(=O)(=O)c1ccc(C(=O)NC2=NCCS2)cc1	.	.	5	7	-7	0.96	-2.2	6	-1
CCn1cc(S(=O)(=O)CC(=O)Nc2ccc(OC)cc2)c2ccccc21	0.5	48	.	3	.	0.037	.	-6	8
CCOC(=O)c1ccc(CSc2n[nH]c(C)n2)o1	0.8	20	-1	-5	-2	0.71	-1.4	8	4
CC(CN1CCOCC1)OC(=O)COc1ccc(F)cc1 (centres undefined)	0.9	11	4	-1	-5	0.075	0.33	0	-2
Cc1onc(-c2ccccc2Cl)c1C(=O)Oc1cc(N)n(S(=O)(=O)c2ccc(F)cc2)n1	0.9	12	5	2	-6	0.29	0.6	19	-2

Fetched by compound from above, 3 records:
SMILES	CYP2C9 act	CYP2C9 inhib	PTPN22 act	PostGolgi yeast	LYP inh 2	hDAT+cocaine	PTK2B oligo ant	PostGolgi ctrl	E coli WT exp
COC(=O)c1cc(S(=O)(=O)N2CCC(C)CC2)ccc1F	0.7	33	8	5	-8	0.37	-0.35	3	7
Oc1ccc(Nc2nc(NCC3CCCO3)c3ccccc3n2)cc1 (centres undefined)	0.9	12	-7	4	5	0.99	-0.79	7	17
CC(CN1CCOCC1)OC(=O)COc1ccc(F)cc1 (centres undefined)	0.9	11	4	-1	-5	0.075	0.33	0	-2

New compounds follow.
SMILES	CYP2C9 act	CYP2C9 inhib	PTPN22 act	PostGolgi yeast	LYP inh 2	hDAT+cocaine	PTK2B oligo ant	PostGolgi ctrl	E coli WT exp
CCOC(=O)C1CCCN(c2c(N3CCN(C)CC3)c(=O)c2=O)C1 (centres undefined)	1	0	-1	2	-2	-0.41	.	-8	-2
C#CCN1C(=O)C(O)(CC(=O)c2ccc(OC)c(OC)c2)c2ccccc21 (centres undefined)	1	1	-4	6	10	0.22	-0.27	-10	8
Cn1c(=O)c2c(nc(OCc3cccnc3)n2Cc2c(F)cccc2Cl)n(C)c1=O	0.5	52*	-4	-4	4	2.1	0.01	30*	-11
CCOC(=O)N1CCC(NC(=O)C2CCN(C(=O)N3CC(C)Oc4ccc(C)cc43)CC2)CC1 (centres undefined)	1.1	-12	-2	-5	3	1.1	0.9	-3	8
COc1ccc(NC(=O)C(C)N(c2ccc(C)cc2)S(C)(=O)=O)c(OC)c1 (centres undefined)	0.5	52*	1	-9	-2	0.12	0.25	23	1
C=CCn1c(N)cc(=O)nc1SCC(=O)Nc1ccc2ccccc2c1	.	.	-1	.	0	-0.19	0.27	.	.
COc1ccc(S(=O)(=O)N(C)CC(=O)Nc2ccccc2SC)cc1Cl	2.9*	-188	-6	6	8	0.038	-0.66	22	-10
CN(C)S(=O)(=O)N1CCN(C(=O)N(c2ccccc2)c2ccccc2)CC1	0.7	33	1	-9	-7	-0.56	-0.25	-2	-1
C=CCNC(=S)N/N=C(\C)c1ccccn1	0.7	27	9	-1	-7	1.5	0.69	20	45
COc1cccc2sc(Nc3nc(-c4ccccn4)cs3)nc12	1	4	-2	98*	0	1.7	-1.6	87*	-1
Cc1cc(C(=O)NCCCN2CC(C)CC(C)C2)n(-c2ccccc2)n1 (centres undefined)	1	-3	1	-10	-2	-0.00078	.	6	6
CCc1ccc(OCCNC(=O)c2cccs2)cc1	0.3	74*	7	2	-5	-0.52	-0.02	-6	2
CCCNc1nc(Nc2ccc(C)cc2)nc(N2CCCC2)n1	0.8	22	-3	-5	3	0.033	-0.35	36*	2
c1cncc(-c2nc(N3CCOCC3)c3ccccc3n2)c1	0.3	66*	1	12	0	-0.64	0.14	4	6
CNCCOCC(O)CSc1ccccc1 (centres undefined)	1	-2	-6	-3	4	0.019	-0.32	20	0

Complete entries as entered above.
Record of COc1ccc(S(=O)(=O)N(C)CC(=O)Nc2ccccc2SC)cc1Cl → CYP2C9 act: 2.9*; CYP2C9 inhib: -188; PTPN22 act: -6; PostGolgi yeast: 6; LYP inh 2: 8; hDAT+cocaine: 0.038; PTK2B oligo ant: -0.66; PostGolgi ctrl: 22; E coli WT exp: -10
Record of COc1cccc2sc(Nc3nc(-c4ccccn4)cs3)nc12 → CYP2C9 act: 1; CYP2C9 inhib: 4; PTPN22 act: -2; PostGolgi yeast: 98*; LYP inh 2: 0; hDAT+cocaine: 1.7; PTK2B oligo ant: -1.6; PostGolgi ctrl: 87*; E coli WT exp: -1

(listing goes on)
Each structure is followed by: CYP2C9 act	CYP2C9 inhib	PTPN22 act	PostGolgi yeast	LYP inh 2	hDAT+cocaine	PTK2B oligo ant	PostGolgi ctrl	E coli WT exp
> CCOC(=O)c1cccc(NC(=O)CN(c2ccc(C)cc2)S(=O)(=O)c2c(C)n[nH]c2C)c1
    0.2	82*	3	-6	-2	1.3	-3*	6	-7
> CCCCn1c(CN2CCN(c3ccccc3)CC2)nc2c1c(=O)n(C)c(=O)n2C
    0.9	8	3	-8	-4	-0.55	.	15	-3
> O=C(CN1CCN(c2ccccn2)CC1)NC(=O)NC1CCCCC1
    0.6	44	4	-10	-4	-0.42	-1.2	9	5
> Oc1ccc2c(c1)oc1cc(O)ccc12
    0.6	39	9	1	-10	-0.073	-0.58	1	35
> COc1cc(CN2CCC(C(=O)NC3CCCC3)CC2)cc(Br)c1O
    1	-2	4	-12	-7	-0.33	-0.33	-3	-6
> COc1ccccc1NC(=O)c1cc(Sc2nncn2C)nc2ccccc12
    0.2	80*	1	1	-1	0.65	-0.81	33*	1
> O=C(NC1CCCCCC1)c1ccc(CN2CCOCC2)cc1
    0.9	12	1	22	2	.	-0.27	15	3
> Cc1ccc(-n2nnnc2SCC(=O)Nc2nc(-c3ccc(F)cc3)cs2)cc1C
    0.5	52*	7	-9	-1	-1.1	1	-3	-6
> CCCCCn1c(SCC(=O)OC)nc2c1c(=O)[nH]c(=O)n2C
    0.9	10	-1	-7	-3	-1	.	1	2
> CCCOc1ccc(C2C(=O)N(C3CCCCC3)CC(=O)N2CCC)cc1OC (centres undefined)
    0.8	22	-10	0	9	-0.99	-0.03	-2	6
> Cc1nn(Cc2ccccc2)c(Cl)c1C(=O)OC1CCOC1=O (centres undefined)
    0.9	6	-14	11	13	-0.034	0.84	-8	12
> CCOC(=O)c1cccc(C(=O)Oc2ccccc2)n1
    1	-3	6	5	-4	-0.31	0.45	2	-5
> Brc1ccc(C2Nc3cccc4cccc(c34)N2)o1
    0.8	20	3	0	-2	-0.55	0.03	-4	0
> Cc1ccc(Sc2ccc(NC(=O)c3ccc(S(C)(=O)=O)cc3Cl)cc2)cc1
    1.2	-18	-1	-11	4	-0.64	0.93	6	-12
> O=C(NCc1cc(C(F)(F)F)cc(C(F)(F)F)c1)C1CC(c2ccccc2[N+](=O)[O-])=NO1 (centres undefined)
    1.1	-10	6	-7	-3	0.41	.	20	2
> O=C(NCCC1=CCCCC1)c1cnccn1
    1	-3	-3	-4	1	-0.46	0.47	17	-2
> CCC1CCCCN1C(=O)CSc1nnc(CNC(=O)COc2ccc(Cl)cc2)o1 (centres undefined)
    0.4	62*	7	-3	-7	0.15	2.2	4	5
> O=C(COC(=O)Cc1cn2ccsc2n1)Nc1nc2ccccc2s1
    0.7	26	-1	2	2	-1.1	-0.07	15	7
> CCn1cc(C(=O)OCC(=O)Nc2ccc(S(=O)(=O)N3CCCC3)cc2)c(=O)c2ccc(C)nc21
    0.3	68*	3	2	0	.	-0.61	0	30
> COc1ccc(S(=O)(=O)Nc2ccccc2C(=O)NC(C)(C)C)cc1OC
    0.8	20	3	3	-6	0.63	-0.26	4	6
> CCCN1C(=O)c2ccc(C(=O)Nc3nccs3)cc2C1=O
    0.9	10	-9	-5	4	-0.29	-0.75	5	3
> CC1(C)CCN(Cc2ccccc2)C1CC#N (centres undefined)
    1.1	-5	-8	-2	7	-0.015	-0.94	-10	5
> c1ccc(-c2cc(N3CCCCCC3)n[nH]2)cc1
    0.8	24	14	-4	-17	-0.0084	-1.1	20	12
> COCCNC(=O)Cn1cc2c(n1)CCC(C)C2 (centres undefined)
    1.2	-18	0	-6	-2	-0.33	.	-3	6
> CC(=O)N1C(=O)C2(Nc3ccccc3N2)c2ccccc21
    1	4	0	11	3	0.23	-1.2	1	2
> CSC1=NCCN1C(=O)c1cccs1
    1	-2	7	8	-11	-2.1	.	4	-2
> O=c1c(C/C=C/c2ccccc2)c(O)nc2n1CCCS2
    0.8	19	0	-3	0	0.77	-0.2	2	-11
> O=C(Cc1ccsc1-c1ccccc1)NO
    1.2	-17	-5	12	2	-1.4	0.37	9	48
> C=CCSc1n[nH]c(-c2ccc(OC)cc2)n1
    0.6	36	4	-5	-6	0.37	0.13	-4	3
> CC1(C)CC2(CCO1)N1CC3(C)CN2CC(C)(C1)C3=O (centres undefined)
    .	.	1	.	-1	0.024	-0.45	.	.
> Cc1cccc(NC(=O)C2CCCC2)c1
    .	.	5	.	-4	0.026	0.35	.	.
> CC(c1ccccc1)n1cc(C(=O)NCc2ccncc2)nn1 (centres undefined)
    0.2	81*	-3	-2	5	-0.72	0.4	2	4

Compound activity: PubChem BioAssay, several laboratories
